HMGR II inh = inhibitors of E. faecalis class II HMGR, primary screen, biochemical, Enterococcus faecalis; HMG-CoA reductase (Enterococcus faecalis, mvaE); purified E. faecalis HMGR, NADPH absorbance 340 nm kinetic; inhibition, % at 10 µM; 190,000 tested, 0.41% active;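 active means inhibition above a set limit, the median over all tested compounds plus 3 SD, cut at about 9.5% in these data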;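 further: enzyme runs in reverse so mevalonate oxidation gives rising NADPH absorbance; 0% = complete reaction with DMSO and 100% = background rate lacking mevalonate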
Lmaj promast = Leishmania major promastigote growth inhibition, primary screen | 200,000 tested, 9% active | inhibition, % at 10 µM | AID 1063, 2008 | Leishmania major promastigotes, resazurin fluorescence viability; in the data active means inhibition above about 50%;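 further: promastigotes grown with compound for 44 hours at 28 °C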
PPARg SRC-2 ag = agonists of PPARg-SRC-2 recruitment, primary screen, biochemical, HTS | Peroxisome proliferator-activated receptor gamma (Homo sapiens), P37231 | PPARgamma LBD-SRC-2 recruitment | activation, % at 8 µM | 200,000 tested, 0.34% active; in the data active means activation above about 22%;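 further: 0% = vehicle and 100% = reference agonist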
Target sequence (P37231 whole entry, looked up, the tested form may be a part): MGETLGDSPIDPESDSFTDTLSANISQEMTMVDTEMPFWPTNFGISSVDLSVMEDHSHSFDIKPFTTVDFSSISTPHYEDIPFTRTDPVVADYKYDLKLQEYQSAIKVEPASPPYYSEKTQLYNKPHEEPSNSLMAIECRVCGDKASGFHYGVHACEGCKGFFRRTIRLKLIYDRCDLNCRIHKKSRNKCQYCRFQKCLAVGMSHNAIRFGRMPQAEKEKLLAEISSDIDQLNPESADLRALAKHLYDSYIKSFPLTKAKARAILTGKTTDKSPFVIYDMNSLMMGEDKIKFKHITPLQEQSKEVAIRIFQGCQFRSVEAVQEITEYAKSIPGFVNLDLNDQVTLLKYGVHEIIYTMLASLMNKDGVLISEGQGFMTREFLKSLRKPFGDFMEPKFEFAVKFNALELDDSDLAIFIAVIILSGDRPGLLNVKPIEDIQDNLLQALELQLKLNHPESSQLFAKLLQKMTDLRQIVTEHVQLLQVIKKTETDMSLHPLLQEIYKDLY
PPARg SRC-1 ag = PPARgamma agonists recruiting SRC-1 coactivator, primary screen, biochemical. Peroxisome proliferator-activated receptor gamma (Homo sapiens), P37231. PPARgamma-SRC-1 coactivator recruitment biochemical assay. activation, % at 8 µM. 200,000 tested, 0.41% active; in the data active means activation above about 19%;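 further: 0% = DMSO and 100% = reference agonist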
ROMK mod = ROMK potassium channel modulators, primary screen, cell-based, thallium flux, MLSMR library | ATP-sensitive inward rectifier potassium channel 1 (Homo sapiens), P48048 | Tet-inducible ROMK, thallium flux fluorescence; actives lie on both sides | B-score at 10 µM | 130,000 tested, 2% active;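 active means signal ratio slope over the read window, or its plate-corrected B-score, at least 3 SD from the plate mean, either direction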;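 further: B-score of the F/F0 ratio slope over 7 to 12 s after thallium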
Target sequence (P48048 whole entry, looked up): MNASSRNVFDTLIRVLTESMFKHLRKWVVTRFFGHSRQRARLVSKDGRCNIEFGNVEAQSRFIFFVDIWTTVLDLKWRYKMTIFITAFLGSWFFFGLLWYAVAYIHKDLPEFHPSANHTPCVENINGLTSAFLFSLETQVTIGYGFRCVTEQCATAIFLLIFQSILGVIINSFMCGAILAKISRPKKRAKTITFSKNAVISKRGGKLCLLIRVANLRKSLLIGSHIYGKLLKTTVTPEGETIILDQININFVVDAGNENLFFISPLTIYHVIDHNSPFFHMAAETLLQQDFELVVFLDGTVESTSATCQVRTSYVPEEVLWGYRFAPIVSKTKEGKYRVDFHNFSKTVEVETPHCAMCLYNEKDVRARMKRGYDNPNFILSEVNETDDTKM
bIAP inh = bovine intestinal alkaline phosphatase inhibitors, primary screen, selectivity assay for TNAP inhibitor project, biochemical, bovine IAP, CDP-star luminescence. alkaline phosphatase, intestinal [Bos taurus]. purified bovine IAP, 30 min. inhibition, % at 20 µM. 190,000 tested, under 10 active. AID 1019, 2008;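 active means over 50% inhibition of intestinal alkaline phosphatase at 20 µM in the single-dose screen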
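System: purified bovine intestinal alkaline phosphatase (IAP) enzyme; Input: IAP diluted 1/65,000,000 in the well; Measured by: CDP-star luminescence signal; Compound dosing: 20 µM single dose; Incubation: 30 min reaction at room temperature.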
PPARg SRC-3 ag = PPARgamma agonists recruiting SRC-3 coactivator, primary screen, biochemical. activation, % at 8 µM. Peroxisome proliferator-activated receptor gamma (Homo sapiens), P37231. 200,000 tested, 0.26% active. AID 731, 2007. biochemical PPARgamma/SRC-3 coactivator recruitment assay; in the data active means activation above about 23%;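 further: 0% = DMSO and 100% = reference agonist; some compounds past the cut are filed as inactive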
S1P3 antag = S1P3 receptor antagonists, primary screen, cell-based; CHO S1P3 NFAT-BLA reporter, FRET fluorescence, antagonist mode; Sphingosine 1-phosphate receptor 3 (Homo sapiens), Q99500; inhibition, % at 4.98 µM; 170,000 tested, 0.27% active;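 active means inhibition above the plate cutoff, the mean inhibition of test wells on that plate plus 3 SD, cut at about 28% in these data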;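 further: cells challenged with S1P at its EC80 of 0.8 µM; blue over green emission ratio from cleaved BLA substrate after 4 h stimulation; 0% = S1P-stimulated wells and 100% = unstimulated DMSO-only wells; some compounds past the cut are filed as inactive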
DTT redox prof = compounds producing H2O2 with reducing agent – biochemical, NIH compound library profiling, artefact control for MLSCN library redox annotation, primary screen; activation, % at 10 µM; DTT-dependent redox cycling H2O2, phenol red/HRP absorbance; 100% = 100 µM peroxide control, 0% = buffer; 200,000 tested, 0.03% active;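 active means activation of at least 50% relative to the plate's high and low controls in the primary single-dose screen; inactive means activation below 50%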;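 further: compound incubated with DTT at 0.8 mM final as the reducing agent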
RAM network inh = inhibitors of the yeast RAM network, primary screen, dse1pr::URA3 reporter, 5-FOA selection; 190,000 tested, 1.8% active; inhibition, % at 50 µM; S. cerevisiae dse1pr::URA3 reporter, 5-FOA growth OD615, 2 d; analog-sensitive cbk1-as2 kinase mutant strain;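 active means inhibition above a set limit, 3 SD over mean compound inhibition, cut at about 8.4% in these data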;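 further: 0% = DMSO-only wells with no growth and 100% = 10 µM 1-NA-PP1 full growth; inhibition rescues growth on 5-FOA so higher OD means more RAM inhibition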
TR-FRET SRC-2 ct = TR-FRET signal artefacts, primary screen, artefact control for PPARgamma SRC-2 agonist project, biochemical | 200,000 tested, 0.4% active | AID 1049, 2008 | TR-FRET artefact counter-screen; active compounds read high | TR-FRET ratio at 8 µM; in the data active means TR-FRET ratio above about 2000; further: inactives centre near 1500
The depositor's hits bear a star; / = no result given.

| smiles | TR-FRET SRC-2 ct | PPARg SRC-1 ag | PPARg SRC-3 ag | S1P3 antag | HMGR II inh | bIAP inh | ROMK mod | DTT redox prof | Lmaj promast | PPARg SRC-2 ag | RAM network inh |
| --- | --- | --- | --- | --- | --- | --- | --- | --- | --- | --- | --- |
| Cc1ccc(-c2csc(NC(=O)CCNC(=O)c3ccco3)n2)cc1 | 1488 | 9 | 1 | 4 | -5 | -12 | 0.48 | -0.3 | 19 | -8 | 2.9 |
| O=[N+]([O-])c1ccc(-c2ccc(/C=N/Nc3nc(N4CCCC4)nc(N4CCCC4)n3)o2)cc1 | 1601 | 7 | 2 | -4 | -1 | 5 | -0.62 | 1.2 | 4 | -3 | 0.4 |
| Cc1cc(N/N=C/c2ccc(O)c(C)c2O)nc(-c2ccccc2O)n1 | 1703 | 6 | 2 | -7 | -5 | 0 | -0.13 | 0.3 | 93* | 5 | 0.3 |
| COc1ccc(Cl)cc1Nc1nc(-c2sc(NC(=O)C(C)(C)C)nc2C)cs1 | 1581 | -4 | 13 | / | -2 | 3 | / | -4.2 | 96* | 10 | 2.5 |
| Cc1ccc(C(c2nnnn2C2CCCC2)N2CCN3CCCC3C2)cc1 (stereo not drawn) | 1518 | 1 | 16 | / | -1 | 5 | / | 0.2 | 87* | 4 | 0.3 |
| CC(=O)Nc1cccc(C(=O)OCc2ccccc2)c1 | 1644 | 3 | -2 | -10 | -4 | 3 | / | 3.2 | 11 | 4 | 1.4 |
| O=C1C2C3c4ccccc4C(c4ccccc43)C2C(=O)N1Cc1ccccn1 (stereo not drawn) | 1475 | 7 | 11 | 5 | 3 | 2 | / | -1.8 | 21 | 6 | 0.2 |
| CC(C)(C)NC(=S)NCc1ccncc1 | 1577 | 13 | 3 | -17 | 0 | 7 | 0.52 | 0.2 | 1 | -2 | 0.5 |
| O=c1c(Cl)c(Cl)cnn1-c1ccccc1 | 1411 | 2 | 3 | 9 | -7 | 13 | / | 0.7 | 90* | 2 | 2.5 |
| COc1ccccc1NC(=S)NC(NC(=O)C(C)C)C(Cl)(Cl)Cl (stereo not drawn) | 1270 | -7 | 3 | -8 | -5 | -5 | -0.18 | -1.0 | 2 | -5 | 3.1 |
| COc1ccc(Oc2c(Cl)cnn(-c3ccc(C)cc3)c2=O)cc1 | 1644 | 13 | 7 | / | 0 | 17 | / | 0.8 | 2 | 9 | 0.8 |
| Cc1cnc(C)c(N2CCC(C(=O)NCc3ccco3)CC2)n1 | 1578 | -1 | 5 | 22 | 0 | -3 | / | 0.2 | -7 | -2 | 0.9 |
| O=C(Cn1cc(C(F)(F)F)cc(Cl)c1=O)Nc1cc(Cl)cc(Cl)c1 | 1543 | 8 | 0 | -6 | -1 | 47 | -0.5 | -2.0 | -3 | 2 | 6.1 |
| Cc1nc2c(n1O)CCC/C2=N\O | 1810 | 2 | -1 | -3 | 3 | 34 | -0.02 | 2.0 | 0 | 3 | -0.7 |
| CCOC(=O)CCCNC(=O)COC(=O)c1cccc(C)c1O | 1384 | 0 | -1 | / | 2 | 8 | / | -0.8 | 33 | 0 | 0.9 |
| C=CCn1c(SCC(=O)N2CCOCC2)nc2scc(-c3ccco3)c2c1=O | 1429 | 0 | 3 | 10 | -4 | -6 | / | -2.1 | 5 | 7 | 1.5 |
| Cc1ccc(-c2nn3c(C)nnc3c3ccccc23)cc1S(=O)(=O)NC(C)c1ccccc1 (stereo not drawn) | 1466 | -6 | -6 | / | 2 | -2 | / | 1.6 | 99* | 0 | 3.6 |
| COCCn1c(=O)[nH]c2cc(C(=O)N3CCN(c4ccccc4OC)CC3)ccc2c1=O | 1460 | 2 | 6 | / | -5 | -4 | / | 2.3 | -3 | 6 | 1.2 |
| Cc1ccc(CNC(=O)Nc2ccc(C)cc2)cc1 | 1507 | -6 | -2 | -11 | -3 | -18 | / | -1.0 | -1 | -4 | 1.7 |
| COC(=O)c1cccc(NC(=S)NCc2ccc(F)cc2)c1 | 1653 | 18 | 7 | -4 | -4 | 2 | -1.6 | -0.9 | 1 | 12 | 4.0 |
| Cc1ccc(S(=O)(=O)N2CN(Cc3ccco3)c3nc4ccccc4nc32)cc1C | 1503 | 3 | -2 | / | 1 | 2 | / | -4.5 | 10 | 4 | 3.7 |
| Cc1ccc(CNC(=O)CCSCCC(=O)NCc2ccc(C)cc2)cc1 | 1578 | 2 | -6 | / | 1 | 7 | / | 1.1 | 3 | -1 | 1.5 |
| O=C(COC(=O)CNC(=O)c1ccc(Br)o1)Nc1ccc2c(c1)OCCO2 | 1492 | 1 | -6 | -5 | 1 | 20 | / | 2.1 | -7 | 5 | 2.8 |
| CC1(C)CC(=O)C2=C(C1)Nc1ccccc1NC2c1nc2ccccc2[nH]1 (stereo not drawn) | 1671 | -1 | 14 | -25 | 3 | 9 | / | -0.5 | -1 | 7 | 0.5 |
| O=C1N/C(=C\c2ccsc2)C(=O)N1Cc1ccc(F)cc1 | 1493 | -6 | -3 | -4 | 0 | 7 | 0.25 | -0.1 | -7 | 2 | 1.6 |
| CCc1cc2c(SCC(=O)NC(=O)c3cccn3C)ncnc2s1 | 1544 | 3 | 5 | 6 | -6 | -5 | -2.3 | -0.2 | 3 | 2 | 2.3 |
| Cc1ccc(-n2nc(C)cc2N)c(C)c1 | 1549 | 4 | 3 | -19 | -1 | 0 | 0.072 | -2.1 | -5 | 0 | 2.2 |
| Cc1nc([N+](=O)[O-])c(Br)n1CC(=O)c1ccccc1 | 1513 | -4 | 1 | / | 2 | 9 | 0.69 | 0.0 | 96* | 1 | 2.6 |
| COc1cccc(CNC(=O)Cc2ccc(-n3c(=O)[nH]c4ccccc4c3=O)cc2)c1 | 1514 | -1 | -5 | 0 | 0 | 21 | 2.3 | -0.1 | -6 | -4 | 9.0* |
| CCOc1ccc(CNC(=O)C(CC)n2nc(C)n3c(cc4occc43)c2=O)cc1OC (stereo not drawn) | 1541 | -5 | -12 | -5 | -7 | -3 | 0.13 | -5.4 | -3 | 2 | -0.7 |
| Cc1cc(C)c2c(n1)nn1c(NCCCN3CCOCC3)cc(C)nc21 | 1316 | -7 | -14 | -28 | / | / | 1.7 | 3.2 | 1 | -10 | / |
| CCC(=O)N(CC)c1nc(-c2cc(OC)ccc2OC)cs1 | 1678 | 2 | 10 | / | 0 | 0 | -0.98 | 0.5 | -7 | -1 | 2.5 |
| Cc1sc(N/N=C/c2cccs2)nc1-c1ccccc1 | 1497 | 3 | 2 | 24 | -9 | 10 | -0.1 | 0.4 | 21 | -4 | 1.1 |
| Cc1ccc(-c2cc(=O)c3ccc(F)cc3[nH]2)cc1 | 1630 | 4 | 2 | -8 | 1 | 10 | / | -1.2 | 2 | -4 | 2.8 |
| COc1ccc(OC)c(NC(=O)CSc2nnc(C)n2Cc2ccccc2)c1 | 1556 | -2 | 5 | -15 | -5 | 2 | / | -3.2 | 0 | 2 | 9.2* |
| Cc1cc(C(=O)NC(C)C)on1 | 1447 | -2 | -12 | -9 | 1 | 6 | 1.3 | 0.1 | -3 | -4 | 1.0 |
| O=C(N=Nc1c(O)n(C2OC(=O)c3ccccc32)c2ccccc12)c1ccc(O)cc1 (stereo not drawn) | 1643 | 1 | 3 | / | -7 | 7 | / | -4.6 | 0 | 1 | 12* |
| N=c1n(CCN2CCCC2)c2ccccc2n1CC(O)c1ccco1 (stereo not drawn) | 1574 | 4 | 11 | -19 | -4 | 12 | / | 2.4 | -2 | 9 | 3.3 |
| COc1ccc(-n2c(C)cc(C(=O)CN3C(=O)C(=O)N(Cc4ccccc4)C3=O)c2C)cc1 | 1503 | 6 | -1 | -4 | 6 | -38 | 0.088 | 0.1 | -12 | 1 | 3.2 |
| N#Cc1cnn2c(C(F)(F)F)c3c(nc12)CCCC3 | 1167 | -8 | -3 | -11 | 0 | 6 | -0.094 | -1.2 | -5 | -6 | 4.1 |
| COC(=O)C1=C(C)N(c2ccc(C)cc2)/C(=C/c2cccs2)C1=O | 1392 | -6 | -3 | / | -1 | 11 | / | 3.2 | 42 | -3 | 3.8 |
| C=CCOC(=O)C1=C[C@H](c2coc3ccccc3c2=O)[C@@H](CCCO)[C@H](OCC)O1 | 1628 | 3 | 1 | -15 | -3 | -1 | / | 0.5 | -3 | 11 | 0.9 |
| Cc1cc(C)nc(/N=C(\N)Nc2ccc([N+](=O)[O-])cc2)n1 | 1469 | -4 | -2 | -18 | -1 | 23 | / | -0.4 | 43 | -3 | 1.1 |
| COc1ccc(NC(=O)C(c2ccccc2)N(C)C(=O)c2cnccn2)cc1 (stereo not drawn) | 1559 | 1 | -1 | / | 0 | 9 | / | -2.1 | -10 | 9 | 0.0 |
| O=C(O)c1cccc(NC(=O)C23CC4CC(C2)CC(n2cnc(Cl)n2)(C4)C3)c1 | 1553 | 5 | -4 | / | -7 | 9 | -0.18 | 0.1 | -3 | 7 | 0.8 |
| CCN1CCN(c2nc3c(C)cccn3c(=O)c2/C=C(\C#N)S(=O)(=O)c2ccccc2)CC1 | 1488 | -4 | -2 | / | 0 | 7 | -0.1 | 1.1 | 2 | 1 | 1.0 |
| c1ccc2[nH]c(CSc3nnc(-c4ccncc4)o3)nc2c1 | 1649 | 5 | -2 | -3 | -2 | -36 | 1.1 | -0.2 | 1 | 6 | 0.5 |

Of the compounds above, two have bromine.
| smiles | TR-FRET SRC-2 ct | PPARg SRC-1 ag | PPARg SRC-3 ag | S1P3 antag | HMGR II inh | bIAP inh | ROMK mod | DTT redox prof | Lmaj promast | PPARg SRC-2 ag | RAM network inh |
| --- | --- | --- | --- | --- | --- | --- | --- | --- | --- | --- | --- |
| O=C(COC(=O)CNC(=O)c1ccc(Br)o1)Nc1ccc2c(c1)OCCO2 | 1492 | 1 | -6 | -5 | 1 | 20 | / | 2.1 | -7 | 5 | 2.8 |
| Cc1nc([N+](=O)[O-])c(Br)n1CC(=O)c1ccccc1 | 1513 | -4 | 1 | / | 2 | 9 | 0.69 | 0.0 | 96* | 1 | 2.6 |

An excerpt from above in order of the bIAP inh value, low to high:
Compound | S1P3 antag | HMGR II inh | bIAP inh | ROMK mod | DTT redox prof | RAM network inh
COCCn1c(=O)[nH]c2cc(C(=O)N3CCN(c4ccccc4OC)CC3)ccc2c1=O | / | -5 | -4 | / | 2.3 | 1.2
COc1ccc(Cl)cc1Nc1nc(-c2sc(NC(=O)C(C)(C)C)nc2C)cs1 | / | -2 | 3 | / | -4.2 | 2.5
COc1ccc(NC(=O)C(c2ccccc2)N(C)C(=O)c2cnccn2)cc1 (stereo not drawn) | / | 0 | 9 | / | -2.1 | 0.0

Screening results deposited in PubChem BioAssay by several laboratories.
